# TbPYK inhibitor: qHTS of Trypanosoma Brucei Inhibitors | TbPYK enzyme, Kinase-Glo Plus ATP luminescence, 45 min | Potency, µM (doses to about 76.8 µM), without a hit: at the top dose activity, negative = inhibition, hits mostly inhibitors | pyruvate kinase (Trypanosoma brucei), Q57TT1 | 410,000 compounds, 0.12% hits; note: potency is the fitted concentration of half-maximal effect; nearly all actives have a fitted effect of over 50% in size
#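 Luminescence from Kinase-Glo Plus, added after a 45-minute room-temperature reaction, served as the end-point read-out. The enzyme and substrate were preincubated with compound before ADP (130 uM final) initiated turnover. Concentration-effect curves came from normalized qHTS data.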
# AMA1 RON2 block: qHTS for Inhibitors of AMA1-RON; Towards Development of Antimalarial Drug Lead: Primary Screen; Potency, µM (highest dose often 58.2 µM), for inactives: top-dose activity change, negative = inhibition, most hits filed as inhibitors; AlphaScreen AMA1-biotinylated RON2 peptide binding; Plasmodium falciparum AMA1 (3D7) - RON2 peptide interaction; 360,000 compounds, 0.2% hits;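 note: potency is the fitted concentration of half-maximal effect; 0% = vehicle wells and -100% = peptide control; nearly all actives have a fitted effect of over 45% in size; some results filed as inactive show a strong effect at the top dose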
#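 AMA1 (3D7) with his tag at 25 nM final met compounds first, then biotinylated RON2 peptide at 25 nM; detection used donor plus acceptor beads, 10 µg/mL apiece, read by AlphaScreen after 30 min at room temperature.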
# AmpC detergent: qHTS Inhibitors of AmpC Beta-Lactamase (assay with detergent); P00811; 370,000 compounds, 0.041% hits; Potency, µM (doses to about 114 µM), for the others: top-dose activity change, negative = inhibition, hits mostly inhibitors; AmpC hydrolysis of nitrocefin, absorbance 480 nm, 0.01% Triton;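 note: potency is the fitted concentration of half-maximal effect; 0% = no-compound wells and -100% = no-enzyme wells; nearly all actives have a fitted effect of over 25% in size; some results filed as inactive show a strong effect at the top dose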
# Target sequence (P00811 whole entry, looked up): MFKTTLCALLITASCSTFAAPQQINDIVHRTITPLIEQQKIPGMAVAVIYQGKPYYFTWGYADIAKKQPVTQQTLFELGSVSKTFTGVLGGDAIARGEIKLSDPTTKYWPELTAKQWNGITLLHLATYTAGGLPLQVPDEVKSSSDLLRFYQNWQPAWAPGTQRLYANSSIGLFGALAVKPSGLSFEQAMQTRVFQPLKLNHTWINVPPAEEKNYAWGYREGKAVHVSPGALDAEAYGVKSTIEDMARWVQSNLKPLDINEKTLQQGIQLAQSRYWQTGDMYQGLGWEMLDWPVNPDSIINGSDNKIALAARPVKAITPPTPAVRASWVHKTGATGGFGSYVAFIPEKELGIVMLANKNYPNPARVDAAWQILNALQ
#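 20 mM phosphate pH 7.0 + 0.01% (detergent screen) or 0.0001% Triton X-100; 5.3 nM AmpC reagent; cpd preinc 15 min RT; nitrocefin (800 uM stock) to start; A480 q20 s × 4 min; Activity was normalised to no-enzyme and no-compound control wells.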
# HCMV inh: qHTS Assay for inhibitors of the human cytomegalovirus (HCMV); activity change, negative = inhibition, % at 57.5 µM; 410,000 compounds, 4.5% hits; HFF cells, HCMV-luciferase reporter, 72 h; hits give low values; in the data active = activity change below about -60%; inconclusive = no clear call, values can overlap the other calls; inactive = above about -39%
#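 Two-dose cell screen: HFF monolayers treated with compounds and infected with luciferase-expressing HCMV at 1 PFU/cell, 72 h at 37C, then lysed for luciferase measurement.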
# LmPK inhibitor: qHTS Assay for Inhibitors of Leishmania Mexicana Pyruvate Kinase (LmPK) | Q27686 | purified LmPK, Kinase-Glo ATP luminescence, 1 h | Potency, µM (series often up to 57.5 µM), inactives show at the top dose activity change, negative = inhibition, usual class: inhibitors | 290,000 compounds, 0.37% hits | AID 1721, 2009; note: potency is the fitted concentration of half-maximal effect
# Target sequence (Q27686 whole entry, looked up): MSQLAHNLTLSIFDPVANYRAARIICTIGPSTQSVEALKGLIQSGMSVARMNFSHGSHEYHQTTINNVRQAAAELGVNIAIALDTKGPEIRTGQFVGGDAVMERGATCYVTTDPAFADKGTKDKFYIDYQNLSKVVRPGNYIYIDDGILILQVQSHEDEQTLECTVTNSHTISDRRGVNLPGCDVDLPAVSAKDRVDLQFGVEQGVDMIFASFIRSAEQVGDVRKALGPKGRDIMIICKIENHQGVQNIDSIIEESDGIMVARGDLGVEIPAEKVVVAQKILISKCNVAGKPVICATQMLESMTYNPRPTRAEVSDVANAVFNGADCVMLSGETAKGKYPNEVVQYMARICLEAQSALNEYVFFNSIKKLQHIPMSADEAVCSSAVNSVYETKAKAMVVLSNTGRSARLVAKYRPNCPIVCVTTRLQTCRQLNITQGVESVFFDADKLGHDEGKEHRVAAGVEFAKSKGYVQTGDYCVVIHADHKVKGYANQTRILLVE
#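 Pyruvate kinase activity monitored as ATP production (luciferase luminescence). Conditions: 0.1 nM enzyme, 0.5 mM PEP, 0.1 mM ADP, 1 h, RT; normalized against uninhibited and no-enzyme wells.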
# Sm TGR inh: qHTS Assay for the Inhibitors of Schistosoma Mansoni Peroxiredoxins; AID 485364, 2010; purified TGR, DTNB reduction, TNB absorbance 405 nm; 360,000 compounds, 3% hits; Potency, µM (highest dose often 114 µM), without a hit: top-dose activity change, negative = inhibition, most hits filed as inhibitors; Schistosoma mansoni thioredoxin glutathione reductase (TGR), Q962Y6; note: potency is the fitted concentration of half-maximal effect; nearly all actives have a fitted effect of over 60% in size
#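 TGR 20 nM + NADPH 100 uM (dispensed conc.), cpd preinc 15 min RT; start with NADPH (500 uM addition) then DTNB (15 mM addition). Kinetic TNB absorbance, 405 nm filter. Four-parameter Hill fit across titration.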
# AmpC no deterg: qHTS Inhibitors of AmpC Beta-Lactamase (assay without detergent). P00811. AmpC nitrocefin hydrolysis, absorbance 480 nm, 0.0001% Triton. Potency, µM (top dose mostly 57.1 µM), without a hit: top-dose activity change, negative = inhibition, hits mostly inhibitors. 330,000 compounds, 0.52% hits;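 note: potency is the fitted concentration of half-maximal effect; plate controls were no compound for no effect and no enzyme for full effect; nearly all actives have a fitted effect of over 20% in size; some results filed as inactive show a strong effect at the top dose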
#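 20 mM phosphate pH 7.0 + 0.01% (detergent screen) or 0.0001% Triton X-100; 5.3 nM AmpC reagent; cpd preinc 15 min RT; nitrocefin (800 uM stock) to start; A480 q20 s × 4 min; Activity was normalised to no-enzyme and no-compound control wells.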
# The depositor's hits bear a star; ? = inconclusive; . = not tested or not shown; & = joins results of further samples; [ ] = remark or other dose. Unless noted, calls come from the whole dose curve; as a rule, active = well fitted curve in the direction sought with a large enough effect; inconclusive = small, poorly fitted or top-dose-only effect, or another doubt; inactive = no such curve, though single readings can be large; an effect the other way counts as inactive or inconclusive. Unless noted, % is set by controls: 0 for no effect and ±100 for the full control effect.
molecule,AmpC detergent,AmpC no deterg,TbPYK inhibitor,Sm TGR inh,AMA1 RON2 block,LmPK inhibitor,HCMV inh
COc1ccc(NC(=O)CN(C)C(=O)CC2CCCCC2)cc1,-7%,-19%,2%,-3%,-16%,.,-27
c1ccc(C[C@H]2CN=C(Nc3ccccc3)N2CCC2CCCC2)cc1,-12%,8%,1%,-6%,4%,.,-13
Cc1ccc(N2CCN(S(=O)(=O)c3ccc(Cl)c4ccccc34)CC2)c(C)c1,2%,.,2%,6%,.,.,9
Cc1ccc(S(=O)(=O)N2CCN(Cc3noc(CCC(=O)N4CCCCC4)n3)CC2)c(C)c1,-4%,.,0%,-15%,.,.,-16
Cc1ccc(-c2nnn(CCOc3cccc(Br)c3)n2)cc1,-15%,-14%,-7%,-11%,-7%,2%,-15
Cc1cc(C)n(S(=O)(=O)c2cccc(Cl)c2Cl)n1,-11%,-4%,-2%,-14%,5%,1%,0
O=C(NCCCN1CCOCC1)c1ccc2c(=O)n(Cc3ccc(Cl)cc3)c(=S)[nH]c2c1,-2%,-10%,-1%,-3%,84%[activator],-5%,-26
CN(C)C(=O)c1cccc(-c2cc(NC=O)c3ncc(-c4ccc(F)cc4)n3c2)c1,.,.,4%,.,31%[activator],.,36
Cc1cc(C)cc(OCC(=O)Nc2nc(-c3cccnc3)cs2)c1,6%,-27%,-26%,-3%,-1%,-9%,18
O=C(NCc1cccs1)c1ccc(Br)o1,0%,-17%,-2%,-14%,38%[activator],2%,-16
COc1ccccc1C1c2[nH]c3ccccc3c2C[C@H]2C(=O)N(C3CCN(Cc4ccccc4)CC3)CC(=O)N12 (stereo not given in full),0%,153%[activator],4%,-8%,-22%,5%,-6
COc1ccc([C@H]2N[C@]3(CCCN(Cc4ccc(F)cc4)C3=O)[C@H]3C(=O)N(Cc4ccccc4)C(=O)[C@@H]23)cc1,.,.,3%,.,1%,.,-1
COc1cccc(/C=N/NC(=O)CCn2nnc3ccccc32)c1,?,-24%,-6%,-14%,72%[activator],-11%,-14
CCO[C@@H]1OC(C(=O)Nc2ccccc2)=C[C@H](c2ccc(Br)cc2)[C@H]1CCCO,9%,70%[activator],1%,0%,-1%,11%,-16
NC(=O)C1CCCN(C(=O)c2ccc3nc(Cc4cccc(Cl)c4)oc3c2)C1 (stereo not given),2%,40%,0%,5%,-3%,2%,-23
Cc1ccc(S(=O)(=O)NCCC2(C(C)C)CCOC(C)(C)C2)cc1 (stereo not given),?,16%,3%,15%,-3%,2%,-19
Cc1ccc(C(=O)NC(C)c2ccc(-n3ccnc3)cc2)cc1S(=O)(=O)N1CCOCC1 (stereo not given),0%,75%[activator],-2%,-4%,-25%,.,-97*
N=C1/C(=C/c2ccc(-c3cccc(C(=O)O)c3)o2)C(=O)N=C2SC=C(c3ccccc3)N12,50µM*,-31%,-16%,-34%,?,3%,-7
Cc1ccc(-n2ncc(Cl)c2C(=O)NCc2ccccc2)cc1,-6%,-9%,-1%,97%[activator],31%[activator],9%,3
COc1ccc(NC(=O)C(=O)NCCC2=CCCCC2)c(OC)c1,-7%,-11%,2%,-1%,4%,0%,18
COC(=O)C(OC(=O)c1ccccc1)C(C)Br (stereo not given),1%,-9%,4%,?,15%,.,-11
COC(=O)[C@@H]1C[C@H]1[C@@H](NP(=O)(c1ccccc1)c1ccccc1)c1ccccc1,?,-3%,-2%,-2%,15%,1%,108
CCOc1ccc(N2C(=O)Cc3ccccc3C2=O)cc1,-7%,-1%,3%,12%,12%,-4%,?
CC(C)(C)c1cc(C(=O)NCc2cc(F)cc3c2OCOC3)n(Cc2ccccc2)n1,-5%,-33%,-6%,3%,5%,4%,24
COc1ccc(-c2ccc(C(=O)NCc3ccco3)c3occc23)c(C)c1,.,.,0%,.,-19%,.,-3
CC(O)CNC12CC3CC(CC(C3)C1)C2 (stereo not given),6%,-6%,-1%,3%,-5%,1%,0
Cc1cc(NC(=O)c2coc(=O)c(Br)c2)ccc1C(C)C,8%,16µM*,0%,-1%,-12%,0%,51
Cc1ccccc1NC(=O)C1CC(=O)N(c2ccccc2F)C1 (stereo not given),2%,-7%,3%,11%,-2%,1%,28
Cc1ccccc1NC(=O)c1cccc2c(=O)c3c([nH]c12)CCCC3,23%,.,3%,-2%,.,.,-33
Cc1ccc(C)c(CN2C(=O)C(C)Oc3ccc(C)cc32)c1 (stereo not given),?,62%,4%,0%,12%,1%,12
Cc1ccc(NC(=O)COC(=O)C2CCC2)cc1S(=O)(=O)N1CCCCC1,-9%,-30%,-4%,1%,0%,.,-13
COC(=O)C1CCN(C(=O)COc2ccc(Cl)cc2)CC1,1%,-6%,-1%,-4%,9%,2%,-1
COC(=O)[C@H](Cc1ccccc1)NC(=O)c1cc(COc2c(F)cccc2F)on1,?,1%,-5%,-5%,0%,-1%,14
CC(=O)c1cc2ccc(O)cc2oc1=O,1%,-7%,1%,1%,10%,-12%,-33
CCOC(=O)CC(NC(=O)Cn1nnc(-c2ccccc2F)n1)c1ccccc1Cl (stereo not given),-4%&-3%,-19%,-9%&2%,18%&25%,12%,0%,-7&-10
C=CCN1C(=O)CSc2ccc(C(=O)NCc3ccc(F)cc3)cc21,-2%,-17%,-6%,3%,16%,4%,0
O=C(COC(=O)c1cc([N+](=O)[O-])ccc1N1CCOCC1)Nc1c(Cl)cccc1C(F)(F)F,0%,-6%,-9%,16%,-10%,-8%,12
COc1ccc(C(=O)NCc2ccc(C(=O)O)o2)cc1,-26%,-21%,-4%,-16%,0%,-3%,1
CCN1CCN(c2cc(C)c3cc(NC(=O)c4cnccn4)ccc3n2)CC1,?,2%,-2%,6%,0%,3%,-29
CC(=O)Nc1cccc(NC(C)=O)n1,-5%&-3%,19%&-17%,0%,1%&-8%,7%,-3%&-2%,42
Cc1ccc(-c2cn(CCN)c(-c3ccc(Cl)nc3)n2)cc1,-11%,-19%,-2%,1%,-1%,.,-8
Brc1ccc(CSc2ncnc3nc[nH]c23)cc1,-7%,0%,-2%,-6%,106%[activator],-1%,35
CC(OC(=O)C1CC1C)C(=O)Nc1ncc(Cl)cc1Cl (stereo not given),?,?,8%,5%,-6%,.,-1
N#CC1=C(N)OC2=C(CCc3ccccc32)C1c1ccccc1 (stereo not given),-8%,-38%,-4%,-18%,-9%,-2%,-92*
CC(C)(C)c1ccc(C(=O)c2c[nH]c(C(=O)NCc3cccnc3)c2)cc1,-12%,15%,-4%,-20%,-2%,10%,-7
C=CCc1c(C)nc2cc(-c3ccc(C)cc3)[nH]n2c1=O,7%,-40%,-4%,9%,0%,2%,2
Clc1ccc(-c2csc(N3CCSCC3)n2)cc1,1%,-30%,-1%,5%,-13%,0%,-9
COc1ccc(CN2CCC2(C)C(=O)Nc2ccc(OC)c(OC)c2)cc1 (stereo not given),.,.,0%,.,-1%,.,?
CCC1(c2ccccc2)NC(=O)N(CC(=O)Nc2ccccc2C(=O)N2CCCCC2)C1=O (stereo not given),-1%,-5%,0%,4%,-13%,.,-12
COc1ccccc1-c1ccc(SCc2ccccc2)nn1,?,-32%,3%,-2%,7%,4%,-27

# A portion from the list above, as a working copy:
molecule,AmpC detergent,AmpC no deterg,TbPYK inhibitor,Sm TGR inh,AMA1 RON2 block,LmPK inhibitor,HCMV inh
COc1ccc(CN2CCC2(C)C(=O)Nc2ccc(OC)c(OC)c2)cc1 (stereo not given),.,.,0%,.,-1%,.,?
CCC1(c2ccccc2)NC(=O)N(CC(=O)Nc2ccccc2C(=O)N2CCCCC2)C1=O (stereo not given),-1%,-5%,0%,4%,-13%,.,-12
COc1ccccc1-c1ccc(SCc2ccccc2)nn1,?,-32%,3%,-2%,7%,4%,-27

# Remaining list, next part
molecule,AmpC detergent,AmpC no deterg,TbPYK inhibitor,Sm TGR inh,AMA1 RON2 block,LmPK inhibitor,HCMV inh
O=S(=O)(NCCN1CCOCC1)c1cc(Cl)c(Cl)cc1Cl,-4%,41%,0%,1%,4%,-4%,0
CC(NC(=O)C(=O)NCc1cccs1)c1ccccc1 (stereo not given),1%,10%,6%,2%,-9%,3%,-3
O=C(CSc1n[nH]c(=O)n1C1CC1)Nc1ccc(Cl)cc1Cl,.,-11%,1%,.,7%,.,3
CCC(C)NC(=O)COc1ccccc1[N+](=O)[O-] (stereo not given),-15%,-16%,-5%,-2%,5%,-2%,13
Cc1cccc(N2CCN(C(=O)CCN3C(=O)C4C5C=CC(C5)C4C3=O)CC2C)c1 (stereo not given),?,51%,5%,1%,-3%,3%,-21
Cc1c(NS(=O)(=O)c2ccccc2)c(=O)n(-c2ccccc2)n1C,-5%,-8%,3%,13%,-4%,1%,-10
CN(C)c1nc(N(C)C)n(Cc2c(Cl)cccc2Cl)n1,4%,13%,3%,-1%,-6%,6%,-33
Cc1cccc2nc(=S)n(C(=O)c3ccco3)n12,-4%,-15%,-20%,22µM*,11%,13µM*,60
COc1cccc(COC(=O)C2CCN(S(=O)(=O)c3ccc(F)cc3)CC2)c1OC,-12%,-7%,-1%,3%,-10%,.,-17
COc1ccc(CC(=O)Nc2ccccc2NC(=O)c2ccco2)cc1OC,5%,1%,3%,-3%,-7%,1%,?
COc1ccc(S(=O)(=O)Nc2ccc3c(c2)C(=O)N([C@H](C)CO)C[C@H](C)[C@@H](CN(C)C(=O)Nc2c(C)noc2C)OCCCC[C@H](C)O3)cc1,.,.,-6%,.,-1%,.,-20

# As entered above:
# TbPYK inhibitor, COc1ccc(S(=O)(=O)Nc2ccc3c(c2)C(=O)N([C@H](C)CO)C[C@H](C)[C@@H](CN(C)C(=O)Nc2c(C)noc2C)OCCCC[C@H](C)O3)cc1 is entered as -6%
# AmpC no deterg, Cc1cccc(N2CCN(C(=O)CCN3C(=O)C4C5C=CC(C5)C4C3=O)CC2C)c1 (stereo not given) is entered as 51%

# Assay outcomes as filed in PubChem BioAssay.
